WT yeast gro inh: growth inhibition of WT yeast, mitochondrial fusion screen. mitochondrial fusion phenotypic screen, WT strain. inhibition, % at 10 µM. hit rate 2.1% among 190,000. AID 1362; in the data active means inhibition above about 58%; tested in S. cerevisiae
T cell HTS: T cell immune modulation candidate; 2C CD8+ T cell-vesicle binding, flow cytometry; active compounds read low; calls only at 7 µM; hit rate 0.068% among 330,000; AID 2052;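 active means response, share of CD8 T cells binding vesicles, and their 90th percentile fluorescence all below set limits, cut at about 80% in these data, passing the limit was not always enough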
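Assay system: 2C TCR transgenic mouse naive CD8+ T cells, MACS-purified | Read-out: CD8+ gate FL2 mean fluorescence as % of same-row positive control | Signal: High-throughput flow cytometry with anti-B7-1 and anti-CD8 staining | Timing: Binding step 1.5 h, 37 °C, antibody labelling 20 min, ice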
West Nile antiviral: West Nile virus antiviral activity, cell-based, CPE readout (AID 1621). hit rate 0.02% among 290,000. West Nile virus-infected cells, CPE inhibition; higher % means a stronger effect. one-dose CPE inhibition, % at 10 µM; IC50 in µM for titrated hits; in the data active means a potency from the dose series; inconclusive means CPE inhibition mostly from about 3.7% at the one dose, without a potency; inactive means the rest, 99 in 100 with CPE inhibition below about 2.2%; further: strong numbers were not always called active
Large T inhibition: SV40 large T antigen inhibitors, biochemical (AID 1903); SV40 large T antigen ATPase/helicase inhibition assay; higher % means a stronger effect; inhibition, % at 20 µM; hits with a dose series show IC50 in µM; hit rate 0.39% among 310,000; in the data active means a potency from the dose series; inconclusive means inhibition mostly from about 32% at the one dose, without a potency; inactive means the rest, 99 in 100 with inhibition below about 32%; further: strong numbers were not always called active
Myeloid diff 2: myeloid differentiation induction. ER-HoxA9 myeloid progenitors, lysozyme-GFP differentiation, flow cytometry. calls only at 10 µM. hit rate 1% among 360,000. AID 624256;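 active means normalized GFP-positive differentiation at or above the plate's own cutoff, the solvent-only control mean plus 3 SD; inconclusive means no clear call, values can overlap the other calls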;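 further: cells exposed to compound for four days before flow analysis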
MgcRacGAP inhibition: MgcRacGAP GTPase-activating activity inhibitors, confirmation, biochemical, ADP Hunter fluorescence; inhibition, % at 30 µM; hits with a dose series show IC50 in µM; hit rate 0.6% among 340,000; MgcRacGAP-stimulated Rac1 GTP hydrolysis, ADP Hunter fluorescence; higher % means a stronger effect; GST-tagged Rac1 F28L mutant substrate;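 active means first-screen hits whose inhibition reached a set limit at any dose in the follow-up dose series; inconclusive means inhibition above the set first-screen limit but never retested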;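 further: fluorescence reports GDP produced by GAP-driven GTP hydrolysis; strong numbers were not always called active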
b-catenin transl: modulators of beta-catenin nuclear translocation | HeLa beta-catenin nuclear translocation, immunofluorescence imaging | nuclear translocation activity, % at 5 µM | hit rate 0.3% among 190,000 | AID 1665;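 active means nuclear translocation activity above 50% at 5 µM, with a well cell count of 50 or more; inconclusive means wells under 50 cells across six images, flagged as toxic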;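 further: per-cell ratio of nuclear to cytoplasmic median beta-catenin stain intensity; plate controls were DMSO negative control for no effect and GSK-3 inhibitor IX positive control for full effect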
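test system = HeLa cells, endogenous beta-catenin | dosing = single 5 µM dose plus 0.02–20 µM confirmation series | times = compound treatment 24 h, 37°C, 5% CO2 | technique = beta-catenin immunofluorescence imaging with DAPI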
RSV antiviral HEp-2: RSV antiviral activity via CPE protection, HEp-2 cells, primary 10 µM value included (AID 2391); HEp-2 cells, RSV-induced CPE inhibition; higher % means a stronger effect; CPE inhibition, % at 10 µM, or IC50 in µM where a hit was titrated; hit rate 0.13% among 310,000; in the data active means a potency from the dose series; inconclusive means CPE inhibition mostly from about 23% at the one dose, without a potency; inactive means the rest, 99 in 100 with CPE inhibition below about 21%; further: strong numbers were not always called active
PhoP inhibition: inhibitors of PhoP regulon expression, primary screen, Salmonella Typhimurium, GFP reporter (AID 1863); hit rate 0.16% among 300,000; one-dose inhibition, % at 50 µM; IC50 in µM for titrated hits; S. Typhimurium PhoP-regulated promoter GFP reporter, 4 h; higher % means a stronger effect;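 active means inhibition over 29.93%, a cutoff 3 SD above the screen mean, later confirmed by dose response; inconclusive means inhibition over 29.93% but no dose response follow-up; inactive means inhibition at most 29.93% or unconfirmed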;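 further: 0% = low Mg2+ inducing control and 100% = high Mg2+ repressing control; strong numbers were not always called active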
WT yeast gro inh mutant strain: further read-out of WT yeast gro inh, marked with its call; inhibition, %; mitochondrial fusion phenotypic screen, mutant strain inhibition
b-catenin transl cell count 5 µM: second read-out of b-catenin transl, no call of its own (marks repeat the call); cell count; measured here: cell count, cytotoxicity flag
T cell HTS vesicle-bound %: recorded beside T cell HTS, whose call it bears; double positive events, %; measured here: CD8+ vesicle-bound cell fraction;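 binding gate set so that unloaded-vesicle control wells show 10% double positive cells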
Myeloid diff 2 GFP+ MAC1+ %: second read-out of Myeloid diff 2, no call of its own (marks repeat the call); GFP+ MAC1+ double positive, %; measured here: differentiation confirmed by MAC1 staining
The depositor's hits bear a star; i = inactive; ? = inconclusive; / = no result given. Compounds were not picked by outcome; overall some 3.6% were active at least once.

SMILES | WT yeast gro inh | WT yeast gro inh mutant strain | T cell HTS | T cell HTS vesicle-bound % | West Nile antiviral | Large T inhibition | Myeloid diff 2 | Myeloid diff 2 GFP+ MAC1+ % | MgcRacGAP inhibition | b-catenin transl | b-catenin transl cell count 5 µM | RSV antiviral HEp-2 | PhoP inhibition
CN(C(=O)C1CCC(=O)N(CCc2ccc(Cl)cc2)C1)C1CCOCC1 (stereo unspecified) | / | / | i | 64 | 0.1% | 22% | i | 4.8 | 10% | / | / | 2.2% | 4%
CCN(Cc1ccncc1)S(=O)(=O)c1ccc(C(C)=O)cc1 | 10 | 19 | i | 44 | -1.2% | 5% | i | 0.6 | 11% | / | / | 1.8% | -6%
CC(C)c1ccc(/C=N/NC(=O)C(=O)NCCCN2CCOCC2)cc1 | 2 | -8 | i | 52 | 0.0% | -2% | i | 0.2 | 3% | -1.6 | 970 | -0.6% | 1%
Cc1ccccc1C(=O)Nc1cccc(N)c1 | 1 | -7 | i | 37 | 0.1% | 13% | i | 3.8 | 5% | / | / | 1.0% | 7%
C=CCN1c2ccccc2[C@]23C[C@@H](C(=O)OC)N(C(=O)NC4CCCC4)C2=NC(C(=O)OC)=C(C(=O)OC)[C@H]13 | / | / | i | 46 | -0.4% | 10% | i | 1.3 | 8% | / | / | 2.4% | 2%
O=C(NNC(=O)c1cccnc1)Nc1ccc(Cl)c(Cl)c1 | 5 | -16 | i | 38 | 0.3% | 7% | i | 0.7 | 6% | / | / | 2.5% | 3%
COc1cc(/C=C2/C(=O)ON=C2C)cc(Cl)c1O | / | / | i | 58 | -0.3% | ? | i | 0.2 | ? | / | / | 0.6% | /
CCOc1ccc(NC(=O)c2c(NC(=O)CN3CCCC3)sc3c2CCC3)cc1 | / | / | i | 7 | -1.0% | 28% | i | 0.7 | 6% | / | / | 1.9% | -9%
Cc1sc2ncnc(N=Nc3c(O)[nH]c4ccccc34)c2c1C | 2 | 4 | i | 43 | 0.3% | 9% | i | 0.1 | 9% | / | / | 1.6% | -6%
Cc1ccc(CNC(=O)CN2CCN(Cc3ccc(C)cc3)C2=O)cc1 | 4 | 22 | i | 42 | -0.1% | 5% | i | 0.8 | -1% | / | / | 2.8% | 4%
CCOC(=O)c1c(/N=C/N(C)C)sc(/C=N/Nc2ccccc2)c1-c1ccccc1 | -28 | 20 | i | 64 | -0.9% | 2% | i | 0.3 | 3% | / | / | 1.4% | 7%
Cn1nc(CC(=O)NC2CCCCCC2)c2ccccc2c1=O | 7 | 2 | i | 49 | -0.4% | 7% | i | 2.3 | 8% | -2.3 | 1169 | 0.1% | -5%
CSc1nnc(-c2sccc2OCc2ccc(C)cc2)n1C | 15 | -8 | i | 33 | -0.5% | 1% | i | 0.6 | 6% | 4.3 | 1360 | 4.2% | 3%
CCOc1ccc(-c2nnn(CC(=O)c3cc(OC)ccc3OC)n2)cc1 | -16 | -10 | i | 38 | 0.4% | -1% | i | 1.5 | 4% | 0.9 | 963 | 0.3% | 16%
C[C@H](NC(=O)OC(C)(C)C)C(=O)N/N=C/c1ccc2nccnc2c1 | / | / | i | 13 | 0.1% | 5% | i | 0.8 | / | -2.3 | 1349 | 0.2% | 4%
NC(=O)CC(NC(=O)Cc1ccc(Br)cc1)c1ccc(NCCN2CCCC2)c([N+](=O)[O-])c1 (stereo unspecified) | / | / | i | 21 | -0.3% | 13% | i | 0.9 | 10% | / | / | 0.1% | 5%
Cc1ccc(C(=O)N2CCN(c3ncccn3)CC2)cc1NC1=NC2CS(=O)(=O)CC2S1 (stereo unspecified) | / | / | i | 40 | -0.1% | 24% | i | 1.2 | 4% | / | / | 1.0% | /
CCCCS(=O)(=O)/C=C\C1C2C=CC(C2)C1S(=O)(=O)CCCC (stereo unspecified) | -5 | -5 | i | 38 | 0.4% | 15% | i | 0.7 | 9% | -5.4 | 906 | 3.4% | -3%
COc1ccc(C(=O)N/C(=C\c2ccco2)C(=O)OCc2ccco2)cc1 | / | / | i | 31 | 0.0% | 14% | i | 0.6 | 6% | -0.5 | 1337 | 1.6% | 4%
CCSc1nc2ccccc2c(=O)n1OCC(=O)OC | -8 | 8 | i | 31 | -0.2% | -2% | i | 1.0 | 6% | -4.2 | 1259 | 5.3% | 15%
COc1cccc(CN(C)C(=O)c2cc(COc3ccc4ncccc4c3)on2)c1 | 4 | 8 | i | 30 | -1.1% | 6% | i | 1.7 | 2% | -1.4 | 1058 | -1.2% | 25%
CCCC1=NN(C(=O)Cc2ccc(OC)cc2)C(O)(C(F)(F)F)C1 (stereo unspecified) | 25 | 4 | i | 6 | -0.7% | 22% | i | 0.3 | 1% | 0.4 | 1020 | 1.3% | 0%
CC(C)(C)c1ccc(C(=O)C2CCCN(C(=O)C3CCOCC3)C2)cc1 (stereo unspecified) | -2 | 3 | i | 30 | -0.9% | 23% | i | 0.2 | 1% | -1.5 | 1565 | 1.2% | -3%
COc1ccc(OCC(=O)Nc2ccc3c(c2)nc(CCN2CCC(C)CC2)n3C)cc1 | / | / | i | 61 | -0.4% | 12% | i | 1.2 | 8% | / | / | -0.7% | -3%
Cc1sc2ncn(CC(=O)OC(C)C(=O)NC(C)(C)C)c(=O)c2c1C (stereo unspecified) | 2 | 2 | i | 36 | 0.5% | 1% | i | 1.2 | -7% | / | / | 2.2% | 2%
CCCN(CCC)C(=O)CC(c1ccccc1)c1ccco1 (stereo unspecified) | / | / | i | 36 | -0.6% | 13% | i | 0.6 | 7% | 1.3 | 1292 | / | -3%
Cc1cc(NC(=O)c2cccc(Cl)c2)n[nH]1 | / | / | i | 55 | / | 17% | i | 1.3 | 7% | / | / | 0.3% | /
CC(C)(C)c1cc(NCCCn2ccnc2)n2ncc(-c3ccc(Cl)cc3)c2n1 | 35 | -55 | i | 29 | 2.7% | -6% | i | 0.2 | 5% | / | / | -3.6% | -2%
CCOc1ccc(C(C)NC(=O)c2ccc3c(c2)NC(=O)C(C)S3)cc1OCC (stereo unspecified) | / | / | i | 38 | / | / | i | 0.9 | 3% | / | / | -0.5% | /
Cc1ccc(NCc2nnc(SCC(=O)c3ccccc3)n2Cc2ccco2)c(C)c1 | 9 | 15 | i | 31 | -0.9% | 24% | i | 1.0 | 2% | -0.3 | 1056 | 3.9% | -1%
CCOc1ccc(CNC(=O)CCC(=O)n2ncc3ccc(Cl)cc32)cc1 | / | / | i | 27 | 0.4% | 3% | i | 2.0 | 7% | / | / | 4.4% | /
COc1cc(C(=O)NNC(=O)c2cc(C)[nH]n2)cc(OC)c1OC | 5 | -1 | i | 41 | 0.2% | -1% | i | 0.7 | -11% | 1.0 | 1561 | 1.0% | -3%
CCN1CCc2c(sc(NC(=O)c3ccc(S(=O)(=O)N4CC(C)OC(C)C4)cc3)c2C(N)=O)C1 (stereo unspecified) | / | / | i | 39 | -0.6% | 14% | / | / | -5% | / | / | 0.1% | -4%
CCOc1ccccc1NC(=O)c1c(NC(=O)CCC(=O)O)sc2c1CCCCC2 | -1 | 4 | / | / | 0.0% | 8% | i | 1.3 | 27% | 0.8 | 1571 | / | 6%
Cc1c(-n2c(CN3C(=O)c4ccccc4C3=O)nc3ccccc3c2=O)c(=O)n(-c2ccccc2)n1C | 2 | -9 | i | 36 | 0.5% | / | i | 1.7 | 7% | / | / | 0.5% | /
CCOC(=O)C1CCN(C(=O)CCc2c(C)nc3ncnn3c2C)CC1 | 2 | -1 | i | 16 | 0.3% | 18% | i | 0.9 | 5% | / | / | 1.7% | -10%
COC(CNC(=O)c1ccc2c(=O)n(Cc3ccc4c(c3)OCO4)c(=S)[nH]c2c1)OC | / | / | i | 25 | 0.2% | 3% | i | 0.2 | 9% | / | / | 1.4% | -7%
COc1cccc(CNC(=O)c2nnn(CC(=O)Nc3cccc(C)c3)c2N)c1 | / | / | i | 21 | -0.1% | 7% | i | 0.6 | 10% | / | / | 1.4% | 3%
COc1ccc(S(=O)(=O)Nc2ccc(S(=O)(=O)Nc3cc(C)nc(C)n3)cc2)cc1OC | / | / | i | 37 | 0.7% | 14% | i | 1.7 | 7% | / | / | 0.7% | -3%
COc1ccccc1N(CC(=O)N/N=C/c1ccccc1C(=O)O)S(C)(=O)=O | / | / | i | 54 | 0.5% | 2% | i | 0.8 | 7% | 3.4 | 925 | 0.0% | 5%
Cc1cccnc1NC(=O)Nc1cccc(Cl)c1 | / | / | i | 56 | -1.3% | 11% | i | 0.9 | 4% | / | / | 0.0% | -1%
O=C(Nc1ccc(Cl)cc1C(=O)NCC1CCCO1)c1ccco1 (stereo unspecified) | 12 | 12 | i | 26 | -0.2% | 4% | i | 7.8 | 2% | -4.7 | 1236 | -0.3% | -3%
COC(=O)[C@@]1(Cc2ccc(F)cc2)[C@H]2c3cc(C(=O)N(C)C)n(CCSCCO)c3C[C@H]2CN1C(=O)c1ccccc1 | 1 | -21 | / | / | -1.1% | 3% | / | / | / | / | / | -0.1% | 3%
Cc1ccccc1-c1coc2cc(O)ccc2c1=O | -8 | 2 | i | 12 | -0.1% | 19% | i | 0.7 | 3% | 0.3 | 1049 | 3.1% | 5%
O=C(CN1CCCCC1)Nc1ccc(Br)cc1[N+](=O)[O-] | 11 | 16 | i | 29 | -0.3% | 5% | i | 0.3 | 6% | -0.4 | 1033 | 1.7% | -2%
CCn1c(SCC(=O)N(C)CCC#N)nc2cc(S(=O)(=O)N3CCOCC3)ccc21 | / | / | i | 26 | / | 1% | i | 0.5 | -2% | / | / | -1.4% | -8%
COC(=O)c1ccc(CSc2nnc(NC(=O)C3CCCO3)s2)cc1 (stereo unspecified) | 9 | -7 | i | 23 | -0.3% | -1% | i | 1.0 | 13% | -1.6 | 1223 | 1.9% | 3%

Source: PubChem BioAssay (several laboratories)
